High-throughput results deposited in PubChem by The Scripps Research Institute Molecular Screening Center.
PRMT1 inh: inhibitors of human PRMT1; AID 652257; 1.3% of 370,000 active; recombinant PRMT1, activity-based probe fluorescence polarization; inhibition, % at 2.79 µM;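 active means inhibition above about 21% made by adding two undisclosed values, limit read from the data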
UHRF1 MBD2 ctr: UHRF1 methyl-DNA binding inhibition; UHRF1 binding to methylated oligo, TR-FRET; inhibition, % at 4.4 µM; 0.75% of 370,000 active; in the data active means inhibition above about 21%;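 further: UHRF1 SRA domain binding a hemimethylated CpG hairpin DNA probe; 0% = median of test compound wells and 100% = reference inhibitor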
LEDGF integ inh: blocks HIV-1 LEDGF/p75-dependent DNA integration; 0.64% of 370,000 active; inhibition, % at 3.7 µM; TR-FRET IN-LEDGF/p75 DNA integration, Eu/Cy5; AID 743269;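 active means inhibition above the screen-wide mean plus 3 SD, cut at about 13% in these data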;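 further: signal is the Cy5 over europium emission ratio at 671 and 618 nm; 0% = plate median of compound wells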
TCR CD3 inh: human TCR-CD3 binding inhibition; TAMRA-labeled TCR probe fluorescence, biochemical; inhibition, % at 9.4 µM; 0.37% of 360,000 active; in the data active means inhibition above about 19%;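 further: recombinant mutant TCR 2C K166C tagged with TAMRA read by polarization; 0% = receptor in buffer alone and 100% = receptor with positive control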
proKLK7 act: activators of human kallikrein-7 zymogen | P49862 | AID 652039 | activation, % at 7 µM | 0.9% of 370,000 active | purified proKLK7, EDANS-DABCYL substrate fluorescence; 100% is mature enzyme control, 0% vehicle;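 active means activation above the mean of all tested compounds plus 3 SD, computed per campaign excluding outliers beyond control limits, cut at about 13% in these data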
Target sequence (P49862 whole entry, looked up): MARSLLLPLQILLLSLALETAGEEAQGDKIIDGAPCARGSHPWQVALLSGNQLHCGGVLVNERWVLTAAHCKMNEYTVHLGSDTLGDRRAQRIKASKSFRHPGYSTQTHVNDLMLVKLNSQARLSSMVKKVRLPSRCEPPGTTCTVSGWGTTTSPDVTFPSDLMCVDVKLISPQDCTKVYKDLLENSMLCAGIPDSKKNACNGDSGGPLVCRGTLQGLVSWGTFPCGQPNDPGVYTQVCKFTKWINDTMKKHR
Tn7 DDE FP: DD(E)-Tn7 binding inhibition, primary FP screen. FP displacement of FITC-Tn7 peptide from fibrin DD(E); 0% = median of compound wells per plate. inhibition, % at 8.3 µM. P02675. 0.13% of 370,000 active;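 active means inhibition above the mean of compounds falling within the control limits plus 3 SD of them, cut at about 14% in these data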;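 further: 0% = plate median of compound wells and 100% = 10 µM Aha-Tn7 peptide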
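Measure: % inhibition scaled between sample-field median and high-control FP; Test system: human fibrin DD(E); Quantity: 2 µM final DD(E) protein; Doses: one dose, 8.3 µM nominal; Schedule: compound with protein 10 min, then 3 h after probe, room temperature; Detection: fluorescence polarization; Medium: Tris buffer with calcium and detergent, pH 7.8.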
TDP2 absorb: TDP2 (human) inhibition, absorbance primary screen. O95551. inhibition, % at 12.8 µM. 0.34% of 370,000 active. AID 720702. recombinant TDP2, T5PNP hydrolysis, p-nitrophenol absorbance 415 nm;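 active means inhibition above the mean of all tested compounds plus 3 SD, set per campaign, cut at about 25% in these data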;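 further: 0% = DMSO with enzyme and 100% = buffer with substrate but no TDP2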
Target sequence (O95551 whole entry, looked up): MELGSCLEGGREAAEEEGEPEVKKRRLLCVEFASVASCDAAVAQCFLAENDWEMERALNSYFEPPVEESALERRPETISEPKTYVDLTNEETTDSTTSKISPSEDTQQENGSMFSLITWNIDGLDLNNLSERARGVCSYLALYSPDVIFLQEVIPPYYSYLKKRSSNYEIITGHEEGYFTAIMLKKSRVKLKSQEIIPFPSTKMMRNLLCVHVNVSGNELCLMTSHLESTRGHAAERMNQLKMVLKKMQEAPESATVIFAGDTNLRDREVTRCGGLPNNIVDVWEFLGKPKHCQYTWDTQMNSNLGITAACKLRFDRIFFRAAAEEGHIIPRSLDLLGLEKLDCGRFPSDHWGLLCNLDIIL
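Incubation: 2 h at 37 °C; Test system: recombinant human TDP2; Quantity: enzyme 120 nM; Read-out basis: percent inhibition; Medium: 50 mM Tris-HCl pH 7.5 with Mg2+, KCl, DTT, BSA; Repeats: single replicate; Compound: 12.8 µM single point, 1% DMSO; Signal: epi absorbance; Reagent: 5 mM T5PNP chromogenic substrate; Benchmarks: no-enzyme high, DMSO-plus-enzyme low.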
SIAE inh: blocks human sialic acid acetylesterase. 0.69% of 370,000 active. Q9HAT2. SIAE FP-Rh probe binding, fluorescence polarization. inhibition, % at 9.66 µM;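 active means inhibition above a cutoff: mean of compounds within the control limits plus 3 SD of those, cut at about 17% in these data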;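 further: 0% = plate median of compound wells and 100% = probe without SIAE protein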
Tn6 DDE FP: DD(E)-Tn6 binding inhibition, primary FP screen; P02675; Fibrin DD(E) TRITC-Tn6 fluorescence polarization displacement; inhibition, % at 8.3 µM; 0.21% of 370,000 active;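 active means inhibition above a per-campaign cutoff: mean of compounds within control limits plus 3 SD, cut at about 15% in these data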;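 further: 0% = median of all compound wells on the plate and 100% = blocking peptide control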
MBD2 DNA inh: MBD2-methylated oligo binding inhibition. Q9UBB5. TR-FRET, MBD2 binding to methylated oligonucleotide. inhibition, % at 4.4 µM. AID 686964. 0.31% of 370,000 active; in the data active means inhibition above about 13%
Target sequence (Q9UBB5 whole entry, looked up): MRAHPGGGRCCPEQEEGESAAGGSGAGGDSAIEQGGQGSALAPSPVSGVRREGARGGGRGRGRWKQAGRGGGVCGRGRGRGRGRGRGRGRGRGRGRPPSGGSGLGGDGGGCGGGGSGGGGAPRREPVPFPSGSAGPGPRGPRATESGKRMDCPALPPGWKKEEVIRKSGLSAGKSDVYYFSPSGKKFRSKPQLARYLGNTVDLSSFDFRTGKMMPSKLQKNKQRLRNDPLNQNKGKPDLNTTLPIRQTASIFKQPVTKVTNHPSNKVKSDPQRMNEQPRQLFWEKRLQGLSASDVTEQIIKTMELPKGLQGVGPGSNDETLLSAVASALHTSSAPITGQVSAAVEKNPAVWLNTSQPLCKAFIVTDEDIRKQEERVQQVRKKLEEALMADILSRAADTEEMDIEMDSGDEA
Numbers without * were called inactive; / = no result given.

SMILES	PRMT1 inh	UHRF1 MBD2 ctr	LEDGF integ inh	TCR CD3 inh	proKLK7 act	Tn7 DDE FP	TDP2 absorb	SIAE inh	Tn6 DDE FP	MBD2 DNA inh
Cc1ccc(S(=O)(=O)N(c2ccc(Br)cc2)C2C=CS(=O)(=O)C2)cc1 (configuration not stated)	0	-1	-3	4	0.5	1	-4	-6	0	-1
CC(=O)Nc1ccc(NS(=O)(=O)c2cc(-c3cnc(C4CC4)o3)ccc2C)cc1	0	-3	1	1	0.9	3	-21	-2	-2	-5
C=CCNC(=S)NNC(=O)COc1ccc(Cl)cc1Cl	12	-2	-1	1	0.2	-3	-1	6	-1	3
Cc1ccc(S(=O)(=O)N2C[C@H]3[C@H]4C(=O)N(C5CCCCC5)C(=O)[C@H]4CC(=O)[C@H]3[C@@H]2c2ccccc2F)cc1	2	-1	1	4	0.6	-3	4	3	3	1
CC(C)(C)C(=O)Nc1c(Cl)cccc1OC(F)(F)F	3	2	-3	0	0.0	-2	3	1	2	4
CCN(CC)C(=O)C1CCN(Cc2ccc(OCc3ccccc3)c(OC)c2)CC1	2	0	2	5	0.4	1	6	5	-5	-1
O=C(N/N=C/C=C\c1ccccc1[N+](=O)[O-])c1ccco1	1	-3	-2	1	0.2	8	-7	2	5	-2
COc1cccc(CNc2nc3cc(-c4cccc(C(F)(F)F)c4)sc3c(=O)n2C)c1	-1	1	-5	-2	-0.6	3	11	4	-5	-1
COc1ccc(OCCOc2ccccc2[N+](=O)[O-])cc1	0	-1	-1	11	-0.1	10	-4	2	-12	3
O=C(NNC(=O)C1CCN(S(=O)(=O)c2ccccc2)CC1)c1ccccc1O	2	-3	-4	47*	-4.7	2	7	4	5	-4
COc1ccc(-c2csc(C(O)c3ccc(F)c(F)c3)n2)cc1 (configuration not stated)	-1	-3	1	4	0.1	1	7	-6	-3	0
COc1ccc(C(=O)NCCN2CCOCC2)c(OC)c1	-5	3	0	-9	-0.7	-5	-13	-3	0	-4
Cc1cc2ccccc2c(=O)n1CC(=O)N(C)c1ccc(F)cc1	1	3	3	-6	-1.2	-7	-13	-5	3	1
O=C(CNC(=O)C1CC1)Nc1ccc(F)c(F)c1F	5	2	-2	-4	-1.2	5	4	-2	-1	1
COc1ccc([N+](=O)[O-])cc1NC(=O)COC(=O)c1ccccc1C(=O)c1ccccc1	3	-2	4	5	0.0	2	2	-10	9	-2
CCCN(CC(=O)NC(=O)NC1CCCCC1)CC(=O)Nc1cc(Cl)ccc1Cl	-2	0	2	0	24*	-4	-5	-8	-3	-5
CCCN(CC(=O)Nc1ccccc1C)C(=O)c1ccc2c(c1)OCO2	1	0	1	-4	0.4	-1	4	10	1	-2
CC(C)C[C@H](NC(=O)/C=C/[C@H]1O[C@@H](n2ccc(=O)[nH]c2=O)[C@H](O)[C@@H]1O)C(=O)O	1	0	2	3	-0.4	-5	2	0	-11	0
CCn1c(-c2csc(-c3ccccc3)n2)n[nH]c1=S	6	0	-1	7	-0.4	6	-4	8	-10	1
CC1=NN(C(N)=S)C(=O)C1N=Nc1ccc(Cl)cc1 (configuration not stated)	-1	-17	-2	1	0.7	6	2	6	-1	-12
CCOC(=O)c1cnc(-n2nc(C)cc2C)nc1Nc1cccc(C(C)=O)c1	2	0	0	-3	0.6	6	4	1	8	-5
CCOC(=O)c1cccc(NC(=O)c2ccc(F)cc2F)c1	2	0	-1	9	0.0	-3	3	4	-1	0
Cc1ccccc1C(=O)Nc1ccccc1N1CCCCC1	-2	0	-3	0	0.5	0	-9	-6	6	2
CCN(CC)S(=O)(=O)c1ccc(C(=O)Nc2nnc(C(C)C)s2)cc1	5	2	-1	-3	-0.4	10	2	-2	-5	6
O=C(Cc1cccs1)NCc1ccc(Cl)cc1	-2	1	-2	-5	0.4	1	12	1	-3	-3

The list continues:
SMILES	PRMT1 inh	UHRF1 MBD2 ctr	LEDGF integ inh	TCR CD3 inh	proKLK7 act	Tn7 DDE FP	TDP2 absorb	SIAE inh	Tn6 DDE FP	MBD2 DNA inh
Clc1ccc(-c2nnc(NC3=NCCCCC3)o2)cc1	0	-1	-2	-1	-0.1	-5	-6	-2	2	-1
O=C(CSc1ccccn1)N/N=C/C=C/c1ccccc1	3	2	-5	-6	-0.5	8	-3	-4	-6	-7
COc1ccc(NC(=O)CN(C)S(=O)(=O)c2ccc(Br)s2)cc1	3	2	1	-1	-0.2	-1	25*	2	-2	0
C[C@H]1CN([C@@H](C)CO)C(=O)c2cc(-c3cccc(C(=O)N(C)C)c3)cnc2O[C@H]1CN(C)C(=O)Cc1ccccn1	0	-1	-6	1	0.3	5	-5	4	-6	0
S=C(Nc1ccc(Cl)cc1)NN1CCOCC1	0	30*	0	6	0.1	5	6	2	3	10
CCCNC(=O)C[C@H]1C[C@H]2c3cc(NC(=O)Nc4ccc(F)cc4)ccc3O[C@H]2[C@@H](CO)O1	6	5	-4	-4	-0.8	1	-10	4	-6	3
CCc1nonc1NC(=O)c1oc2c(C)c(C)ccc2c1C	-2	0	-3	1	0.0	4	11	4	4	1
CCc1ccc(N2CC(C)Cn3c2nc2c3c(=O)n(CCN3CCOCC3)c(=O)n2C)cc1 (configuration not stated)	-3	0	0	-6	0.1	1	-22	-5	-4	-3
Cc1cc(C)nc(N2CCC(C(=O)Nc3nnc(C)s3)CC2)n1	-2	1	3	7	0.3	-5	0	3	0	-4
COc1ccc(C2C(=O)c3ccccc3C2=O)c(OC)c1	2	1	-4	-2	0.4	2	-4	6	0	-3
COC(=O)c1ccc(CSc2nc3scc(-c4cccs4)c3c(=O)[nH]2)o1	5	2	4	1	-0.2	1	-1	13	-4	0
c1ccc(CSc2ncnc3sccc23)cc1	-2	1	1	4	0.3	0	-4	4	3	2
O=C(CN1CCC(Cc2ccccc2)CC1)N1CCc2ccccc2C1	-2	3	6	3	0.5	-7	5	4	2	-3
COc1ccc(C2=CC(=O)C[C@H](c3ccc(Cl)cc3)C2)cc1	2	1	2	-1	-0.9	1	-10	5	-4	1
Cn1c(N2CCOCC2)nc(-c2ccccc2)c1-c1ccccc1	-5	0	-1	5	-1.0	-6	-3	5	5	0
Cc1ccc(CNC[C@@]23CO[C@H](c4ccc(Cl)cc4)N2[C@@H](c2ccc(Cl)cc2)SC3)o1	4	0	-1	/	0.9	2	0	10	6	1
O=S(=O)(c1cc(Cl)ccc1Cl)N1CCCCC1	1	-2	0	0	0.3	-6	-4	-8	-1	0
CCOC(=O)C(=O)c1c(C)cc2ccccn12	1	-5	1	-14	-0.1	-3	6	-1	6	-4
COc1ccc(S(=O)(=O)N(Cc2cc3ccc(OC)cc3[nH]c2=O)CC2COCCO2)cc1 (configuration not stated)	0	2	1	-1	0.1	-3	6	1	-4	8
CC1CCC2(CCC(=O)N2CCCOC(=O)NC(C)(C)C)CC1 (configuration not stated)	2	2	4	/	-0.5	4	2	47*	-4	6
O=C(CNC(=O)c1cccnc1)N=Nc1c(O)[nH]c2c(Br)cc(Br)cc12	0	-16	-3	4	0.7	9	11	4	-2	-9
COC(=O)c1ccc(CNC(=O)c2ccc(OC)c(S(=O)(=O)NC3CCCC3)c2)cc1	6	2	-9	-3	0.2	-7	-13	3	-6	-1
CCOC(=O)Cn1nnc(-c2cc(OC)c(OC)c(OC)c2)n1	0	-1	-4	0	-0.2	4	11	-2	-7	1
C=CCn1c(SCC(N)=O)nnc1-c1ccc(C)cc1	7	-1	-2	/	-0.7	-1	-8	7	6	-2
Cc1ccc2cc([N+](=O)[O-])ccc2n1	-1	-1	-3	4	0.7	-9	-4	-5	-6	1

(listing goes on)
SMILES	PRMT1 inh	UHRF1 MBD2 ctr	LEDGF integ inh	TCR CD3 inh	proKLK7 act	Tn7 DDE FP	TDP2 absorb	SIAE inh	Tn6 DDE FP	MBD2 DNA inh
COc1cc2c(=O)n(C)c3ccccc3c2cc1OC	0	-5	1	0	-0.7	-2	10	7	9	5
CCOC(=O)[C@]12CCC=C1N(CCC1=CCCCC1)C(=O)[C@H](CC(=O)NCCC(C)C)C2	0	-2	-2	14	0.8	2	3	-3	4	-1
CC#CC[N+](C)(C)CCCCCCCC	5	0	-5	-6	0.6	-8	-7	0	5	9
C=CCn1c(SCC(=O)Nc2ccc(C)cc2C)nnc1-c1cccnc1	-2	-1	1	-2	-0.3	-6	5	6	-1	-5
Cc1cc2c(c(=O)n1Cc1ccc3c(c1)OCO3)C(c1cccnc1)C(C#N)=C(N)O2 (configuration not stated)	3	5	3	-10	0.5	7	-4	1	-3	6
O=C(Cn1cnc2ccccc21)NCCCN1CCOCC1	-3	-5	2	2	-0.1	2	1	12	5	-3
COc1nnc(-c2ccc(N3CCOCC3)c(NC(C)=O)c2)c2ccccc12	-1	-2	4	6	-0.4	1	2	-5	4	-2
CCOC(=O)c1c(-c2ccccc2)oc2ccc(O)c(CN3CCOCC3)c12	0	4	2	-1	-2.6	-4	-9	-7	-1	5
CC(C)NS(=O)(=O)c1ccc(NCCCn2ccnc2)c([N+](=O)[O-])c1	-8	-1	0	-2	-0.3	1	-16	3	4	-7
CCOCCOC(=O)c1[nH]c2c(c1C)C(=O)CC(c1cccs1)C2 (configuration not stated)	0	1	0	1	0.0	2	1	-5	1	3
CCS(=O)(=O)n1nc(-c2ccco2)nc1SC	1	-1	2	3	-0.4	1	2	2	-3	-6
COC(=O)c1ccc(CN2C(=O)NC3(CCCCC3C)C2=O)o1 (configuration not stated)	4	-2	0	1	0.2	2	6	1	-1	2
O=C1CC2(CCCCCC2)Oc2ccccc21	2	3	-1	3	-2.2	-6	-6	-3	7	2
CC(C)(C)n1nc2c(c1NC(=O)c1cc3ccccc3o1)CSC2	8	0	1	1	0.1	6	1	-17	2	-4
CSc1nc2[nH]c3c(c2c2nncn12)CC(C)(C)OC3	-2	-1	-3	3	0.0	10	-6	0	2	-5
O=C(Nc1ccc(Cl)cc1)Nc1nnc(CSCc2ccc(Cl)cc2)s1	1	1	-1	3	0.2	-2	-1	-1	0	3
CCOc1ccc(C(=O)N2CCCC(c3nc(-c4ccc(C)o4)no3)C2)cc1 (configuration not stated)	1	0	-2	1	-0.1	-1	5	2	-3	4
COc1ccc(C)cc1NC(=O)COC(=O)c1ccccc1SCC(=O)N1CCCC1	10	-1	-1	-6	-0.5	-1	-1	12	-5	0
COc1ccc(NC(=O)C2=C(C)Nc3nc(CCCO)nn3C2c2ccc(OC)c(OC)c2)cc1 (configuration not stated)	-1	4	-1	-5	-0.3	1	3	0	-1	0

2 entries from above in a different format.
PRMT1 inh	UHRF1 MBD2 ctr	LEDGF integ inh	TCR CD3 inh	proKLK7 act	Tn7 DDE FP	TDP2 absorb	SIAE inh	Tn6 DDE FP	MBD2 DNA inh	mol
8	0	1	1	0.1	6	1	-17	2	-4	CC(C)(C)n1nc2c(c1NC(=O)c1cc3ccccc3o1)CSC2
3	5	3	-10	0.5	7	-4	1	-3	6	Cc1cc2c(c(=O)n1Cc1ccc3c(c1)OCO3)C(c1cccnc1)C(C#N)=C(N)O2 (configuration not stated)
